bCat nuc transl: alters nuclear translocation of beta-catenin in HeLa cells; immunofluorescence imaging; nuclear translocation activity, % at 5 µM; 190,000 compounds, 0.3% hits;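 active means nuclear translocation activity above 50% at 5 µM, with a well cell count of 50 or more; inconclusive means wells under 50 cells across six images, flagged as toxic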;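 further: per-cell ratio of nuclear to cytoplasmic median beta-catenin stain intensity; plate controls were DMSO negative control for no effect and GSK-3 inhibitor IX positive control for full effect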
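Test system: human HeLa cell line; Doses: 5 µM primary, 0.02–20 µM confirmation; Incubation: 24 h compound exposure, 37°C; Detection: beta-catenin immunofluorescence imaging with DAPI; Read-out: beta-catenin nuclear/cytoplasmic ratio, % activation.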
Myeloid diff 2: compounds promoting myeloid differentiation; ER-HoxA9 myeloid progenitors, lysozyme-GFP differentiation, flow cytometry; AID 624256; calls only at 10 µM; 360,000 compounds, 1% hits;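 active means normalized GFP-positive differentiation at or above the plate's own cutoff, the solvent-only control mean plus 3 SD; inconclusive means no clear call, values can overlap the other calls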;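 further: cells exposed to compound for four days before flow analysis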
Lipid droplet: hepatic lipid droplet formation modulation; AML12 mouse hepatocytes, oleate lipid droplets, BODIPY imaging; inhibition, % at 6.5 µM; 240,000 compounds, 0.4% hits;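 active means lipid droplet intensity inhibited by at least 50%, with more than 500 cells counted; inconclusive means wells with under 300 cells, treated as cytotoxic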
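Assay system: AML12 mouse liver cells | Compound: 6.5 µM single-point dosing | Schedule: Overnight exposure | Technique: Fluorescence imaging, 20x objective, two fields per well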
Dynein transport: dynein cargo transport inhibition; 3617.4 mouse cells, GR-EGFP nuclear translocation imaging; test concentration mostly 20 µM; stimulated with dexamethasone, 1 µM; stronger effect = lower value; z-score, hits read low; 220,000 compounds, 0.47% hits;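 active means plate z-score of nuclear minus cytoplasmic receptor signal below a set negative limit, without overly bright fluorescence or cell loss, cut at about -3.5 in these data, passing the limit was not always enough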;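 further: z-score of nuclear minus cytoplasmic ring GR-EGFP intensity difference per well; some compounds called inactive have numbers as strong as hits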
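medium = tetracycline-free induction medium containing charcoal-stripped FBS | probe or stimulus = dexamethasone, 1.0 µM final | timing = 48 h induction, then 1 h compound, then 30 min agonist, 37 °C | detection = automated 10x imaging of fixed Hoechst-stained cells | read-out basis = nuclear versus cytoplasmic GR-EGFP signal, averaged per well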
MT stabilize HCS: microtubule stabilizers in HeLa cells. HeLa tubulin immunostaining HCS, 24 h; share of cells brighter than vehicle mean+2SD. % tubulin-high responders, % at 10 µM. 200,000 compounds, 0.83% hits. AID 2205;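 active means plate Z-score above 3 for both tubulin-high and condensed-nucleus cell shares, with cell loss under 80%, at 10 µM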;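 further: anti alpha tubulin signal scored within the nucleus-defined area of each cell; some results filed as inactive read as strong as hits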
Ins promoter up: MIN6 insulin promoter up-regulation; MIN6 insulin promoter-GFP reporter, high-content imaging; stronger effect = higher value; z-score at 5 µM; 190,000 compounds, 0.3% hits;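 active means z-score above 3 at 5 µM with at least 500 cells counted in the well; inconclusive means wells under 500 cells, flagged as cytotoxic or low count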
human PMI inhibition: inhibitors of human PMI, primary screen, biochemical, fluorescence intensity, coupled assay (AID 1209). 190,000 compounds, 0.42% hits. inhibition, % at 20 µM; hits with a dose series show IC50 in µM. purified PMI enzyme, coupled fluorescence intensity; higher % means a stronger effect; in the data active means inhibition above about 50%;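 further: plate controls were DMSO vehicle for no effect and wells lacking substrate for full effect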
T cell HTS: modulates CD8 T cell binding to vesicles. 2C CD8+ T cell-vesicle binding, flow cytometry; stronger effect = lower value. calls only at 7 µM. 330,000 compounds, 0.068% hits. AID 2052;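 active means response, share of CD8 T cells binding vesicles, and their 90th percentile fluorescence all below set limits, cut at about 80% in these data, passing the limit was not always enough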
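Read-out – percent CD8+ FL2 mean versus row control · System – murine 2C transgenic CD8+ T lymphocytes · Times – 1.5 h cell–vesicle binding at 37 °C, then 20 min icy labelling · Control set – naked vesicles low, QL9 vesicles with vehicle high · Detection – cytometric PE anti-B7-1 and Alexa647 anti-CD8 signals after 1% paraformaldehyde fixation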
TNAP activators: stimulation of alkaline phosphatase TNAP activity – biochemical, luminescent, no phosphate acceptor, uHTS, primary screen (AID 1001) | purified TNAP, luminescent activation assay, no phosphate acceptor; higher activation fold means a stronger effect | one-dose activation fold at 20 µM; EC50 in µM for titrated hits | 200,000 compounds, 0.03% hits; in the data active means activation fold from about 3, or a potency from the dose series; inactive means the rest, 99 in 100 with activation fold below about 1.6; further: many of its hits are not listed in these tables
Dynein transport cytoplasmic EGFP: recorded beside Dynein transport, whose call it bears; z-score; measured here: cytoplasmic GR-EGFP intensity; stronger effect = higher value
Dynein transport nuclear GR-EGFP: recorded beside Dynein transport, whose call it bears; z-score; measured here: nuclear GR-EGFP intensity;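 lower value marks the stronger effect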
Dynein transport cell count: second read-out of Dynein transport, no call of its own (marks repeat the call); z-score; measured here: cell count per field
Ins promoter up cell count: also measured in Ins promoter up; calls as there; cell count; measured here: cytotoxicity, nuclei count;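 total cells summed across four imaged fields per well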
Lipid droplet cells 6.5 µM: further read-out of Lipid droplet, marked with its call; cell count; measured here: cell count, cytotoxicity flag;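 cells counted across two imaged fields per well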
bCat nuc transl cell count 5 µM: recorded beside bCat nuc transl, whose call it bears; cell count; measured here: cell count, cytotoxicity flag
T cell HTS vesicle-bound %: further read-out of T cell HTS, marked with its call; double positive events, %; measured here: CD8+ vesicle-bound cell fraction;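 binding gate set so that unloaded-vesicle control wells show 10% double positive cells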
MT stabilize HCS Hoechst-high %: second read-out of MT stabilize HCS, no call of its own (marks repeat the call); % Hoechst-high responders; measured here: nuclear condensation Hoechst responders;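 share of cells brighter than vehicle mean plus two SD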
MT stabilize HCS cytotoxicity %: further read-out of MT stabilize HCS, marked with its call; toxicity, %; measured here: cytotoxicity by cell density;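 0% = mean cell density of plate MIN control wells and 100% = no cells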
Myeloid diff 2 GFP+ MAC1+ %: second read-out of Myeloid diff 2, no call of its own (marks repeat the call); GFP+ MAC1+ double positive, %; measured here: differentiation confirmed by MAC1 staining
* marks the source's active call; other numbers are inactive results; i = inactive; ? = inconclusive; / = not tested or not shown.

SMILES	bCat nuc transl	bCat nuc transl cell count 5 µM	Myeloid diff 2	Myeloid diff 2 GFP+ MAC1+ %	Lipid droplet	Lipid droplet cells 6.5 µM	Dynein transport	Dynein transport cytoplasmic EGFP	Dynein transport nuclear GR-EGFP	Dynein transport cell count	MT stabilize HCS	MT stabilize HCS Hoechst-high %	MT stabilize HCS cytotoxicity %	Ins promoter up	Ins promoter up cell count	human PMI inhibition	T cell HTS	T cell HTS vesicle-bound %	TNAP activators
Cc1ccc(N2C(=O)C3C(C2=O)N2C(c4cccs4)C4C(=O)N(c5ccc(C)cc5)C(=O)C4N2C3c2cccs2)cc1 (stereo not drawn)	0.6	525	i	0.5	-7.7	719	-0.213	-0.169	-0.0342	0.669	6.3	2.5	8.9	0.46	1233	13.3%	i	45.8	1
COc1cc2cc(C(c3nnnn3C(C)(C)C)N3CCc4ccccc4C3)c(=O)[nH]c2cc1OC (stereo not drawn)	-2.9	1173	i	8.7	10.7	747	-0.286	-0.211	0.12	-0.154	6.0	2.9	9.4	-0.35	779	-9.5%	i	7.2	1
Cc1ccc(S(=O)(=O)Oc2ccc(/C=C(/NC(=O)c3ccccc3)C(=O)NCCCC(=O)O)cc2)cc1	-1.0	1012	i	0.3	-46.7	770	2	-0.184	1.09	-1.37	2.1	1.8	8.1	-0.17	1515	13.1%	i	24.0	1
O=C(CSc1ccc2nnc(-c3ccccn3)n2n1)N1CCN(c2ccccc2)CC1	-0.6	1115	i	1.3	/	/	-1.11	-0.233	-0.643	0.601	3.7	2.9	4.8	0.24	929	-7.4%	i	44.4	0.9
Cn1cnc([N+](=O)[O-])c1Sc1ncn[nH]1	-0.4	1019	i	0.5	2.4	691	-0.0445	-0.255	-0.285	0.703	/	/	/	-0.14	1238	/	i	63.7	/
c1ccc(-c2noc(C34CC5CC(CC(C5)C3)C4)n2)cc1	-1.0	1219	i	0.5	0.3	764	-1.02	0.287	-0.258	1.26	0.9	1.4	7.0	-0.85	682	13.4%	i	18.4	1.1
O=C(Cc1ccccc1Cl)NNC(=O)Nc1ccccc1	/	/	i	0.4	/	/	0.964	-0.265	0.694	-1.47	2.3	3.4	4.5	0.42	1315	-5.1%	i	42.6	1.1
COc1ccc(NS(=O)(=O)c2cc(NC(=O)c3cccc(OCc4c(C)noc4C)c3)ccc2OC)cc1	63.2*	631*	i	0.2	-13.4	617	-0.587	-0.138	-0.00093	0.26	13.3*	25.1*	32.4*	-1	962	16.0%	i	8.5	1.1
CC(=O)Nn1cnc2c(c1=O)C1(CCCCC1)Cc1ccccc1-2	/	/	i	1.3	15.3	809	1	-0.24	0.558	-0.051	3.3	2.7	3.3	/	/	-1.2%	i	57.4	1.1
COc1ccc(Nc2nnc(SCC3CCCCO3)s2)cc1 (stereo not drawn)	-0.8	1038	i	0.7	-17.7	729	2.26	-0.204	1.89	-2.75	2.1	3.9	7.6	0.01	1232	-11.5%	i	21.5	1
Cc1n[nH]c(C)c1S(=O)(=O)N1CCN(c2ccccn2)CC1	-4.1	1291	i	0.5	13.9	751	-0.392	0.0703	-0.228	0.79	1.3	1.4	9.3	-0.88	1239	4.6%	i	32.2	0.4
O=C(N/N=C/c1ccc(OCC(=O)N2CCCCC2)cc1)c1ccccc1	0.3	1340	i	0.9	/	/	0.744	-0.201	1.12	-0.161	5.0	2.1	4.9	0.17	1432	-2.6%	i	29.3	1.1
O=C(Cc1ccccc1)Nc1ccc(C(=O)NCC2COc3ccccc3O2)cc1 (stereo not drawn)	1.0	1138	i	0.8	6.0	567	0.222	-0.129	0.431	-0.46	4.9	3.6	9.4	-0.37	1423	6.4%	i	19.8	1
CC(=O)n1cc([C@H]2C=C(C(=O)N3CCN(Cc4ccccc4)CC3)O[C@@H](OCc3ccc(CO)cc3)C2)c2ccccc21	-2.1	1055	?	/	-0.2	742	-0.288	-0.205	0.115	0.055	2.8	0.9	4.8	0.65	1414	-3.3%	i	18.4	1
CCN(CC)S(=O)(=O)c1ccc(N2CCCC2)c(NS(=O)(=O)c2ccc(F)cc2)c1	-2.2	1057	i	0.2	-12.8	442	-0.509	-0.226	0.0124	0.44	3.2	2.5	7.7	0.74	1539	14.5%	i	49.0	1.1
Cc1ccc(-n2c(SCC(=O)Nc3cccc(S(=O)(=O)NC4=NCCCCC4)c3)nc3ccccc3c2=O)cc1C	-2.9	1078	i	1.2	20.5	651	0.262	-0.153	0.235	-0.537	5.3	3.9	4.2	-0.31	1554	-15.3%	i	38.9	1.2
O=C(Nc1ccc(N2CCOCC2)cc1)c1ccc(-c2ccccc2[N+](=O)[O-])o1	-4.1	1093	/	/	0.8	681	-0.177	-0.302	0.0216	0.542	2.7	1.9	14.6	-0.03	1596	1.2%	i	30.7	0.9
O=S(=O)(c1ccc(Cl)cc1)N1CCN(S(=O)(=O)N2CCCCCC2)CC1	-2.6	1005	i	0.3	0.7	708	-0.229	-0.261	-0.0502	0.893	2.1	2.5	7.1	0.96	1461	-8.8%	i	45.6	1.1
Cc1ccc(C(=O)Nc2ncc(Cc3ccc(F)cc3)s2)o1	0.5	1448	i	0.8	/	/	-0.421	0.0692	-0.0421	-0.0373	2.0	1.5	8.0	-0.11	1248	19.1%	i	48.0	1.1
C#CCOCCOCCOCCNc1nc(N2CCN(C(=O)C([C@@H](C)CC)n3cc(C(N)CC(C)C)nn3)CC2)nc(N2CCN(C(=O)[C@H](CCC(=O)O)n3cc(C(N)[C@H](C)CC)nn3)CC2)n1 (stereo partly drawn)	-0.7	1091	i	1.0	29.3	743	-0.8	-0.304	-0.148	0.549	3.0	2.5	5.6	-0.13	1587	-2.7%	i	18.5	1.1
OCC1(Cc2ccccc2)CCCN(Cc2cnn(-c3ccccc3)c2)C1 (stereo not drawn)	1.1	989	i	0.3	-20.5	712	-0.0519	-0.11	0.559	-0.95	2.3	3.0	5.3	0.03	1440	4.3%	i	63.9	1.1
C/C(N)=C(/C#N)C(=O)CSc1nnc(Nc2ccccc2)s1	1.1	1032	i	0.9	1.6	713	-0.18	-0.292	-0.628	0.545	1.1	1.1	3.6	1.05	1160	1.3%	i	65.7	0.9
CC(C)CN1CCN(Cc2cccn2-c2cccnc2)CC1CCO (stereo not drawn)	1.6	971	i	0.1	-21.1	736	-1.72	-0.0322	-0.889	2.02	2.7	2.5	4.6	0.99	1428	-6.4%	i	52.6	1.1
COc1ccc(Cl)cc1NC(=O)N1CCN(c2ccccc2OC)CC1	-2.8	1235	i	0.5	1.2	709	0.114	-0.191	0.0494	-0.212	/	/	/	-0.42	1550	/	i	11.8	/
Cn1c(SCC(=O)Nc2ccccc2)nnc1C(F)(F)F	-0.7	1049	i	0.2	-2.7	676	1.63	-0.0989	0.434	-1.79	1.6	1.6	2.9	-0.1	1304	-4.1%	i	30.6	1.1
Next part
SMILES	bCat nuc transl	bCat nuc transl cell count 5 µM	Myeloid diff 2	Myeloid diff 2 GFP+ MAC1+ %	Lipid droplet	Lipid droplet cells 6.5 µM	Dynein transport	Dynein transport cytoplasmic EGFP	Dynein transport nuclear GR-EGFP	Dynein transport cell count	MT stabilize HCS	MT stabilize HCS Hoechst-high %	MT stabilize HCS cytotoxicity %	Ins promoter up	Ins promoter up cell count	human PMI inhibition	T cell HTS	T cell HTS vesicle-bound %	TNAP activators
CCOc1ccc2c(c1)sc(N)[n+]2Cc1cc(C)cc2cccnc12	151.5*	217*	?	/	-80.7	436	-0.507	-0.251	-0.563	1.01	14.1*	26.2*	53.5*	-1.27	717	8.9%	i	5.1	1.1
COc1cc(/C=N/n2nnnc2Nc2ccccc2)cc(OC)c1OC	0.1	912	i	0.4	6.7	639	-0.284	-0.328	-0.468	0.255	2.7	3.2	4.7	/	/	14.8%	i	54.6	1
COc1ccc(/C=C2\SC(=S)N(CC(=O)OCC(=O)Nc3ccc([N+](=O)[O-])cc3OC)C2=O)cc1	-0.3	1513	i	0.2	2.7	478	-0.827	0.505	-0.212	0.452	1.1	1.6	7.8	0.16	1513	2.2%	/	/	1
NNC(=S)Nc1c(Br)cc(F)cc1Br	0.5	1078	i	0.2	10.6	686	0.408	-0.18	0.306	-0.921	/	/	/	-0.13	1363	/	i	28.8	/
CC(C)N(C(=O)c1ccc(C(=O)Nc2ccc([N+](=O)[O-])cc2)cc1)C(C)C	-0.4	981	i	0.2	-2.6	646	1.97	-0.0447	1.46	-1.51	3.4	0.9	3.1	0.14	1540	-12.3%	i	40.0	1.1
O=C1c2ccccc2C(=O)N1Cc1ccc2c(c1)OCO2	-0.7	1120	i	8.1	9.7	777	-0.14	-0.219	-0.26	1.3	3.9	2.7	6.3	-0.29	1209	2.4%	i	59.4	1.1
CC1(C)Cc2c(c(-c3ccccc3)[nH]c(=O)c2C#N)CO1	8.3	454	i	1.1	/	/	0.327	-0.215	0.325	0.568	3.1	1.7	4.4	3.41*	1362*	-6.9%	i	38.6	1.1

Screening results as filed in PubChem BioAssay.
